core dimer inh – blocks dimerization of HCV core protein | TR-FRET GST/Flag-core106 dimerization, 1536-well | inhibition, % at 5 µM | hit rate 0.33% among 300,000;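 active = inhibition above the mean of all tested compounds plus 3 SD, set per screening campaign, cut at about 45% in these data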
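System: GST-tagged and Flag-tagged HCV core protein residues 1-106 / Input: core106 proteins, GST 13.5 nM and Flag 17 nM / Buffer or medium: KF-containing HEPES buffer, pH 7.45, DTT, CHAPS, BSA / Probe or stimulus: Eu-anti-GST and XL665-anti-Flag labelled anti-tag antibodies / Schedule: 4 h, 22.5 °C incubation / Technique: TR-FRET 671 and 617 nm emission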
Efflux pump mplx – antifungal efflux pump inhibition, Nile Red retention; S. cerevisiae Candida pump triplex; inhibition, % at 10 µM; hit rate 0.44% among 330,000;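 active = plate passing quality check with inhibition over a set limit, or well fluorescence over plate mean plus 4 SD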;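 note: Nile Red retained in pooled yeast measured as flow cytometry median fluorescence; 0% = buffer negative control and 100% = Enniatin B positive control; higher means more Nile Red kept so more efflux inhibition; some compounds called inactive have numbers as strong as hits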
PP5 primary – PP5 (human) phosphatase inhibition. inhibition, % at 6.7 µM. hit rate 0.18% among 320,000. purified PP5c, OMFP substrate fluorescence;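 active = inhibition above the campaign's mean inhibition across all tested compounds plus 3 SD, cut at about 9.5% in these data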;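 note: 0% = DMSO only and 100% = 100 µM cantharidin control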
Target sequence (P53041 whole entry, looked up): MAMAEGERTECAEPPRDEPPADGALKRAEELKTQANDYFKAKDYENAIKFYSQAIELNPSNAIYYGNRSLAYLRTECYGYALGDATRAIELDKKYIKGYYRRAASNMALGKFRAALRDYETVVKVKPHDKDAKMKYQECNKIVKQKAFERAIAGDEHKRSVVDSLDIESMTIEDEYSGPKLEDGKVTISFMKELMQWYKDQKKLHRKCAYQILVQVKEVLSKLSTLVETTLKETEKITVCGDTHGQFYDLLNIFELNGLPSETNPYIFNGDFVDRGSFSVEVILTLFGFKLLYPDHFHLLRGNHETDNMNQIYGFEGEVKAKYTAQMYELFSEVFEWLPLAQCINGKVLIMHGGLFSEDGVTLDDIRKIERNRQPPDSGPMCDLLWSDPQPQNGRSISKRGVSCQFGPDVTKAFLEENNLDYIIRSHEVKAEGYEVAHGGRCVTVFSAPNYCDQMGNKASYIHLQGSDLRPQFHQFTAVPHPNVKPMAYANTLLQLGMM
LYPLA2 counter – blocks human lysophospholipase 2, a PME1 counter-screen. inhibition, % at 5.9 µM. hit rate 0.38% among 320,000. O95372. recombinant LYPLA2, FP-Rh probe fluorescence polarization;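 active = inhibition above the screen-wide mean plus 3 SD, limit set per campaign, cut at about 26% in these data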;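 note: 0% = LYPLA2 with DMSO and 100% = wells lacking LYPLA2 enzyme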
TPT1 inh – inhibitors of Candida albicans tRNA 2'-phosphotransferase TPT1; recombinant caTPT1, FP RNA substrate dephosphorylation; inhibition, % at 5 µM; hit rate 0.81% among 300,000; AID 1962;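 active = inhibition above the mean of all tested compounds plus 3 SD, set per screening campaign, cut at about 24% in these data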;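 note: plate controls were DMSO alone for no effect and ferristatin control at 100 nM for full effect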
GASC-1 inh – inhibitors of human GASC-1 (JMJD2C) demethylase; Q9H3R0; GST-JMJD2C(1-420) H3K9me3 demethylation, DELFIA europium; inhibition, % at 2.35 µM; hit rate 0.069% among 330,000; AID 2099;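 active = more than half of a compound's replicate wells show inhibition beyond 50%, single wells judged on their own value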;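 note: signal counts dimethyl H3K9 product captured on neutravidin plate; 0% = median of DMSO wells and 100% = 0.3 times that DMSO median; strong numbers were not always called active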
Target sequence (Q9H3R0 1-420 limits assumed): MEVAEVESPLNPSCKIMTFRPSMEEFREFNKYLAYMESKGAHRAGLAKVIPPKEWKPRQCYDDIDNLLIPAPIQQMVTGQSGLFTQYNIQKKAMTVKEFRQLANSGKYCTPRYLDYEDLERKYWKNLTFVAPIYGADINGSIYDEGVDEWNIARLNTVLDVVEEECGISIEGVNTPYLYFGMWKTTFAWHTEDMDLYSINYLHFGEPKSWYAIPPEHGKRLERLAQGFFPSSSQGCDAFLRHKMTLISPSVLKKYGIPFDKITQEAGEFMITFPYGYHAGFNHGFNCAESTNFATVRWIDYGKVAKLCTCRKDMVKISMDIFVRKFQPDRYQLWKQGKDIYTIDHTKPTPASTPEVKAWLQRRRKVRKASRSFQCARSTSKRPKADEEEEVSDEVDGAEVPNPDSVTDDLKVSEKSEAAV
PP1 counter – counter-screen for PP5 inhibitors: inhibitors of human PP1-alpha; AID 2235; hit rate 0.9% among 320,000; inhibition, % at 6.7 µM; P62136; purified PP1alpha, OMFP fluorescence;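 active = inhibition above the mean inhibition of all tested compounds plus 3 SD, computed separately for each screening campaign, cut at about 15% in these data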
Fh CTSL1 inh – counter-screen for PFM18AAP inhibitors: inhibitors of F. hepatica cathepsin L1. recombinant F. hepatica cathepsin L1, Z-Leu-Arg-MCA fluorescence. inhibition, % at 5.96 µM. hit rate 0.49% among 300,000. AID 1906;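 active = inhibition above the mean of all tested compounds plus 3 SD, set per screening campaign, cut at about 17% in these data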;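 note: 0% = plate median of test compound wells and 100% = 1 µM Z-Phe-Ala-diazomethylketone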
PREPL inh – inhibits the human prolyl oligopeptidase-like enzyme | hit rate 0.68% among 320,000 | Q4J6C6 | recombinant PREPL, fluorescence polarization activity-based probe | inhibition, % at 5.96 µM | AID 2751; in the data active = inhibition above about 43%;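 note: 0% = enzyme with DMSO and 100% = wells lacking enzyme; many of its hits are not listed in these tables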
* marks the source's active call; other numbers are inactive results; · = no result given; & = joins results of further samples. Only part of the results is shown, so the mix of outcomes need not match the whole.

SMILES	core dimer inh	Efflux pump mplx	PP5 primary	LYPLA2 counter	TPT1 inh	GASC-1 inh	PP1 counter	Fh CTSL1 inh	PREPL inh
CC(=O)N/N=C/c1cc(C(C)(C)C)cc(/C=N/NC(C)=O)c1O	-3	-0.3	0.2	-8	-60	-14	-5	5	12
COc1ccc(N2C(=O)CSC2c2ccc3c(c2)OCO3)c(OC)c1 (configuration not stated)	1	0.0	-0.8	9	40*	1	-4	7	0
Cc1ccccc1NS(=O)(=O)c1nnc(NC(=O)CC(C)C)s1	-9	-0.4	2.9	1	-3	9	0	0	-2
CCC(C)N1CC(C(=O)O)CC1=O (configuration not stated)	-4	0.1	2.3	1	0	1	-2	7	0
Cc1nc2c(-c3ccccc3)c(C)nn2c(C)c1CCC(=O)NCc1ccco1	-4	-0.1	2.0	1	-4	6	3	-2	11
CCCCCCCCCCCCC/C=C/[C@@H](O)[C@@H](N)CO	0	-0.1	2.9	5	-4	1	4	6	-8
Cc1ccc2nc3sc(C(=O)NCc4ccco4)c(N)c3cc2c1	53*	0.1	2.1	-4	8	0	2	1	17
Cn1cnnc1SCNC(=O)C(F)(F)F	-13	-0.1	1.9	3	-2	18	-1	0	11
O=C(COc1ccc(S(=O)(=O)N2CCCC2)cc1)N1CCCC1	-18	0.3	-7.3	-1	-1	63	4	4	5
COc1ccc(OC)c(CN2CCN(c3ccc(S(=O)(=O)N4CCCC4)cn3)CC2)c1	·	-0.1	-1.1	-1	·	4	1	·	1
O=C(NCCC1=CCCCC1)c1ccc(Cl)c(S(=O)(=O)Nc2ccccc2)c1	15	0.2	3.0	-6	2	1	-1	6	-7
O=C(O)c1sccc1OCc1ccccc1	-5	0.0	3.7	10	1	-4	-6	0	2
O=C(c1ccc(-c2cccc(Cl)c2)o1)N1CCN(c2ccc([N+](=O)[O-])cc2)CC1	-3	0.0	2.5	3	-3	-9	0	-2	5
COc1cccc(/C(N)=N/OC(=O)Cc2ccccc2[N+](=O)[O-])c1	5	0.4	1.9	5	-4	-30	1	-2	11
CCOC(=O)CCC(NC(=O)c1cncc(O)c1)C(=O)OCC (configuration not stated)	-3	-0.1	0.4	4	-1	10	1	-2	-8
O=C1NC2=C(CCc3ccccc32)C(c2ccccc2)N1 (configuration not stated)	-14	0.3	2.4	1	-3	-14	2	3	6
CCCCNC(=O)C1CCC(CNc2nc(=S)[nH]c3ccccc23)CC1 (configuration not stated)	2	0.3	4.5	6	2	3	-4	0	2
CC1CCN(Cc2ccc(-c3nnn(CC(=O)Nc4ccccc4Cl)n3)cc2)CC1	-2	-0.1	-3.8	-2	-1	4	-3	-5	-16
Cn1cc(C2N3CC4(C)CN2CC(C)(C3)C4=O)c2ccccc21 (configuration not stated)	-3	0.0	-1.1	0	-7	-3	4	-2	-4
C=C(c1ccc(OCCO)cc1)c1ccc(OCCO)cc1	-3	0.0	-0.4	0	-2	0	-2	3	-4
CC1(C)C2CCC1(CS(=O)(=O)NCc1ccc(C(=O)O)cc1)C(=O)C2 (configuration not stated)	-2	0.0	-0.2	1	-7	-9	0	-5	-2
CCOC(=O)/C(N=Nc1c(C)n(C)n(-c2ccccc2)c1=O)=C(/O)c1ccccc1	-2	-0.1	-0.3	-1	-1	-8	-2	1	-5
Cc1ccc(C(=O)c2cncc(Br)c2)cc1	-7	0.0	2.1	10	-3	-5	2	4	11
CCn1c(CNC(=O)Cc2ccc(OC)cc2)nnc1SCC(=O)Nc1nccs1	4	0.1	1.4	0	-3	-1	-7	-4	8
COC(=O)c1cc(CNC(=O)Cc2ccsc2)ccc1OC	8	0.0	-0.5	3	1	-2	2	-3	3

Continued.
SMILES	core dimer inh	Efflux pump mplx	PP5 primary	LYPLA2 counter	TPT1 inh	GASC-1 inh	PP1 counter	Fh CTSL1 inh	PREPL inh
Cc1c(C#N)c(N=CN(C)C)c(C(=O)c2ccc(Br)cc2)n1-c1ccc(Cl)cc1	4	0.3	6.2	2	-2	28	6	-3	48*
COc1c(CC=C(C)C)cc(C2CC(=O)c3c(O)cc(O)cc3O2)c(CC=C(C)C)c1O (configuration not stated)	0	0.0	3.6	-13	-2	-1	2	0	4
Cc1ccc(C)c(S(=O)(=O)N2CCC(c3nc4c(nnn4Cc4ccc5c(c4)OCCO5)c(=O)[nH]3)CC2)c1	35	0.1	5.4	-48	1	15	24*	8	-16
CC(=O)c1cccc(N(C(=O)c2cnccn2)C(C(=O)NCc2ccccc2)c2ccco2)c1 (configuration not stated)	1	-0.3	0.8	1	-5	3	0	1	10
COc1ccc(CN(C(=S)Nc2ccccc2)C2CC(=O)N(c3ccccc3)C2=O)cc1 (configuration not stated)	-3	0.1	4.3	-7	5	-8	-1	-4	-17
O=C(c1cc2ccccc2o1)N1CCN(c2cccc(Cl)c2)CC1	3	0.0	3.0	8	2	6	-6	-3	0
CC(C)NCC(=O)NC12CC3CC(CC(C3)C1)C2	0	0.1	2.3	0	0	0	0	-2	-3
CCC(C)(C)NC(=O)C(c1ccc(C)cc1)N(CCN1CCOCC1)C(=O)CNC(=O)c1cccs1 (configuration not stated)	-3	0.0	-2.3	-5	1	1	-5	1	1
COc1ccc(C(=O)Nc2ccc(N3CCCCCC3)cc2)cc1S(=O)(=O)N1CCOCC1	·	0.5	3.5	-4	·	1	0	·	9
CCn1cc(C(=O)NCCCOC)c2cc(OC)c(OC)cc2c1=O	3	0.1	0.6	-9	-1	6	0	0	-1
Cc1ccc2c(C)c(C(=O)Nc3nnc(C)s3)oc2c1	1	0.0	-0.1	-10	0	-6	-5	6	6
Cc1ccc(C(=O)NCCc2ccc(S(N)(=O)=O)cc2)o1	6	0.0	-0.2	-4	-2	8	-5	0	1
CCc1ccc(NC(=O)c2ccc(NC(=O)C3CCCO3)cc2)cc1 (configuration not stated)	-11	0.4	4.0	3	-3	-4	-2	-3	-6
CCOc1cc(-c2noc(CCC(=O)NC3CCCCC3)n2)ccc1OC	8	0.2	1.1	3	-4	4	-1	-1	1
CCN1C(=O)/C(=C\N2CCCc3ccccc32)SC1=S	10	-0.2	3.4	-4	1	7	-1	5	-2
N=C1C(c2ccccc2)=C(O)CN1c1cccc(S(=O)(=O)N2CCCCC2)c1	-2	0.2	2.5	12	-4	-11	6	0	13
CCCSc1nc2c(cnn2-c2ccc(Cl)cc2)c(=O)[nH]1	9	0.1	5.0	-2	2	-1	-1	-2	14
COc1ccc(S(=O)(=O)NCc2ccc(C(=O)NCCCN3CC(C)CC(C)C3)cc2)cc1 (configuration not stated)	-10	0.1	-2.7	1	-2	0	-3	2	16
Cc1ccc(S(=O)(=O)N2CCN(C)CC2)cc1[N+](=O)[O-]	3	0.3	-1.5	2	-3	2	-1	-1	6
Cc1ccc2[nH]c3c(=O)n(CCN4CCOCC4)cnc3c2c1	-1	0.0	-1.5	0	15	21	-2	0	-4
CN(CC(=O)Nc1ccc(Cl)cc1)C1=NS(=O)(=O)c2ccccc21	·	0.1	0.6	1	·	7	4	·	8
O=C(COc1ccccc1)N1CCN(S(=O)(=O)Cc2ccccc2)CC1	-3	0.0	2.5	-1	-3	16	-4	3	4
COc1ccc(/C=N/NC(=O)CCn2c3ccccc3c3ccccc32)cc1OC	-7	0.0	1.4	3	-1	8	2	1	5
CCOc1ccc2nc(SCC(=O)NC3CCCc4ccccc43)sc2c1 (configuration not stated)	-2	-0.1	-7.4	-1	-1	-1	7	7	3
CC(=O)c1cccc(NC(=O)Nc2cnn(Cc3ccc(Cl)cc3Cl)c2)c1	-1	-0.1	5.1	3	0	-2	3	1	32

Remaining list, next part.
SMILES	core dimer inh	Efflux pump mplx	PP5 primary	LYPLA2 counter	TPT1 inh	GASC-1 inh	PP1 counter	Fh CTSL1 inh	PREPL inh
COc1ccccc1NC(=O)NCCN1CCN(C(=O)Nc2ccccc2OC)CC1	8	0.2	0.4	4	0	0	-3	1	8
COc1ccc(C(=O)OC(C)C(=O)NC2CCCCC2C)cc1S(=O)(=O)N1CCOCC1 (configuration not stated)	-5	0.0	0.6	-1	-2	·	0	-14	-13
CCO[C@@H]1OC(C(=O)N2CCN(Cc3ccc4c(c3)OCO4)CC2)=C[C@H](C2CCCCC2)[C@H]1CCCO	11	0.0	2.0	10	-2	-5	5	1	34
CN=C1S/C(=C/c2cn(CC(=O)OC)c3ccccc23)C(=O)N1C	-8	-0.2	-0.9	2	7	-10	1	-1	4
COc1ccc(-c2cc(C(=O)N(C)CC(=O)Nc3cccc(F)c3)c3ccccc3n2)cc1	8	0.0	3.0	-11	1	14	-2	-3	-24
Cc1ccc(NC(=O)CCS(=O)(=O)c2cccc3nonc23)cc1Cl	-13	-0.2	-2.6	-4	0	-8	1	-7	15
N#Cc1ccc2[nH]cc(CCO)c2c1	-24	0.0	1.3	-6	3	1	1	-4	9
c1ccc(CCC2Cc3ccccc3N2)cc1 (configuration not stated)	·	-0.1	1.2	3	·	-1	2	·	18
COc1ccc(CN2C(=O)C3C4C=CC(C4)C3C2=O)cc1 (configuration not stated)	-3	-0.1	2.4	-3	-2	7	-9	3	6
CCOC(=O)c1ccc(NC(=O)COc2ccccc2CNCCO)cc1	3	0.0	-1.2	4	0	4	-3	-5	-6
Cc1cccc(Cc2cnc(NC(=O)CN3C(=O)/C(=C/c4ccccc4)SC3=S)s2)c1	62*	0.1	-0.3	-5	5	-10	14	3	2
O=C1Nc2ccc(Br)cc2C1(O)c1ccc(F)cc1 (configuration not stated)	0	0.1	-0.9	2	-2	-21	-2	2	1
O=C(Nc1ccc(N2CCOCC2)c(Cl)c1)c1ccc(F)cc1	-3	0.0	-0.4	2	-5	3	-1	-4	-3
Cc1oc(C)c(C(=O)Nc2ccc(CC(=O)O)cc2)c1C(=O)Nc1ccc(CC(=O)O)cc1	-6	-0.1	-1.1	-5	-4	-49&0	0	-2	3
COC(=O)C1=C[C@@H](C(=O)OC)C2C3=C(C(=O)C24CCCCC4)[C@H](C)n2c(=O)n(C)c(=O)n2[C@@H]3C1 (some centres not stated)	7	0.0	1.1	1	1	-7	-1	-1	4
Cc1ccc(N(C)C(=O)CC(C)S(=O)(=O)c2ccc3c(c2)NC(=O)CO3)cc1 (configuration not stated)	3	0.5	-0.1	-7	1	7	-2	-4	3
COc1ccc(CCNS(=O)(=O)c2ccc3c(c2)NC(=O)CS3)cc1OC	-2	-0.2	1.4	9	-2	5	-3	0	1
COc1ccc(CNC(=O)Cn2nc([N+](=O)[O-])cc2C)cc1	0	0.1	-0.1	2	-3	14	-2	-4	8
CCCCc1c(O)nc(SCC(=O)Nc2ccc3c(c2)CCC3)[nH]c1=O	-1	0.0	0.1	0	1	5	1	7	-7
CN1CCN(C(=O)/C(=C\c2cccs2)NC(=O)c2ccco2)CC1	-7	9.7*	-2.4	2	-4	-7	-2	-2	11
COc1ccc(S(=O)(=O)NCc2ccccn2)cc1	-5	·	2.5	2	-2	0	3	-1	12
CCCCn1nc(C(=O)Nc2ccc3c(c2)OCCO3)c2ccccc2c1=O	·	0.1	2.4	0	·	·	1	·	17
CCOC(=O)N1CCN(C(=O)c2ccc3c(c2)N(Cc2cccc(Cl)c2)C(=O)c2ccccc2S3=O)CC1 (configuration not stated)	7	0.0	3.5	2	2	-32	1	-4	2

Bioassay records (PubChem)
